Bioassay records (PubChem BioAssay)
p53ts 32C kill = qHTS Screen for Compounds that Selectively Target Cancer Cells with p53 Mutations: Cytotoxicity of p53ts Cells at the Permissive Temperature. AID 924, 2007. H1299-p53A138V at 32C, ATP luminescence viability, 24 h. Potency, µM (series often up to 46.1 µM), inactives show at the highest dose activity change, negative = cytotoxicity, usual class: cytotoxic. 0.93% of 130,000 active;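 further: 0% = DMSO and -100% = full killing by reference compound; nearly all actives have a fitted effect of over 55% in size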
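H1299-p53 A138V cells (temperature-sensitive p53) exposed 24 h to up to 46 uM compound at 32C, where p53 is wild-type in conformation. Viability read as ATP luminescence and normalised to DMSO and 100 uM tamoxifen. AC50 fitted with the Hill equation.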
p53ts 39C tox = qHTS Screen for Compounds that Selectively Target Cancer Cells with p53 Mutations: Cytotoxicity of p53ts Cells at the Nonpermissive Temperature; AID 902, 2007; Potency, µM (titrated, usually from 46.1 µM), for inactives: at the highest dose activity change, negative = cell killing, hits mostly cytotoxic; 1.5% of 130,000 active; H1299-p53A138V viability at 39C, ATP luminescence, 24 h; further: nearly all actives have a fitted effect of over 55% in size
IkB sig inh = IkB Signaling; ABC-DLBCL IkBa-CBG/CBR dual luciferase ratio, 4 h; response scale: scaled: untreated 0%, proteasome inhibitor 100%; Potency, µM (highest dose often 57.1 µM), inactives show at the top dose IkBa stabilization activation; 0.04% of 110,000 active; AID 445, 2006; active means well fitted curve in the direction sought with a large enough effect in the signal ratio, not every such curve was filed as active; inconclusive means small, poorly fitted or top-dose-only effect, or a change in a side signal; the % refers to the signal ratio;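 further: the direction sought is a rising ratio; 0% = basal untreated cells and 100% = reference inhibitor full response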
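In this assay, an IκBα–CBG68 fusion accumulates when IKK-driven degradation is blocked; native CBR normalizes for cell number. OCI-Ly3 cells were treated 4 h with compound and doxycycline, then green and red light read after Chroma-Glo addition.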
Imprint erasure = qHTS Assay for Compounds that Induce Erasure of Genomic Imprints | mouse ES Peg3-LacZ reporter, beta-gal luminescence, 40 h | Potency, µM (highest dose often 60.7 µM), for inactives: at the top dose activity change, positive = activation, hits mostly activators | 0.02% of 110,000 active | AID 1948, 2009;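 further: 0% = negative control wells on the plate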
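Imprint erasure is scored as LacZ activity from the silenced maternal Peg3 allele in feeder-free female ES cells cultured 40 h with LIF. Luminescence is normalized to in-plate negative controls and fitted to the Hill equation.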
The depositor's hits bear a star; ? = inconclusive; . = no result given; & = joins results of further samples; [ ] = remark or other dose. Unless noted, the call rests on the fitted dose curve; in most records, active means well fitted curve in the direction sought with a large enough effect; inconclusive means small, poorly fitted or top-dose-only effect, or another doubt; inactive means no such curve, though single readings can be large; an effect the other way counts as inactive or inconclusive. Unless noted, on the % scale 0 is the no-effect control and ±100 the full control effect; potency means the concentration at half of the fitted maximal effect.

SMILES | p53ts 32C kill | p53ts 39C tox | IkB sig inh | Imprint erasure
COc1ccccc1N1CCN(C(=O)Cn2ncc3c(=O)oc4ccc(C)cc4c32)CC1 | -17% | -19% | ? | 8%[10.9 µM]
O=C(CC1Nc2ccccc2NC1=O)NC1CCCCC1 (stereo not drawn) | -9% | -16% | 0.9% | -16%
Cc1c(CCC(=O)O)c(=O)oc2cc(O)ccc12 | 0% | 4% | -1.1% | -8%
COc1ccc(-c2nnc(SCc3cccnc3)o2)cc1 | -9% | -4% | . | .
Cc1ccc2cc3cc(C(=O)NCCCN4CCCCCC4)oc3nc2c1 | -3% | -3% | -0.9% | -17%
COc1ccc(S(N)(=O)=O)cc1C(=O)NCC1(N2CCCCC2)CCCCC1 | 2% | 3% | 0.4% | -4%
CC(C)CCn1nnc2sc(-c3ccccc3)cc2c1=O | -1% | 3% | 1.4% | -10%[10.9 µM]
Cc1cc(C)c(C(N)=O)c(Nc2cccc(Cl)c2)n1 | -2% | 13% | . | .
COc1ccc(C(=O)N2CCCCC2CCN2CCCCC2)cc1 (stereo not drawn) | 1% | -6% | 0.4% | ?
CCOC(=O)C1=C(CNCc2ccccc2)NC(=O)NC1c1ccc(C)cc1 (stereo not drawn) | 9% | 12% | ? | 22%[10.9 µM]
COC(=O)c1ccc(NC(=O)C(=O)NCCc2csc(-c3ccc(C(F)(F)F)cc3)n2)cc1 | -1% | -26% | 2.0% | 7%[10.9 µM]
O=C(NCCN1CCOCC1)c1ccncc1 | -1% | 5% | -0.6% | .
CC(C)(C)c1ccc(C(=O)NCC(c2ccco2)S(=O)(=O)c2ccccc2)cc1 (stereo not drawn) | 11% | -14% | ? | -4%[10.9 µM]
Cc1nc(CC(=O)Nc2cc(Cl)ccc2C)cs1 | 11% | -12% | -0.1% | -12%[10.9 µM]
O=C(Cn1c(=O)n(-c2ccccc2Cl)c(=O)c2sc3ccccc3c21)NC1CCCC1 | -11% | -4% | 2.8% | -4%[10.9 µM]
CC1CCN(c2nc3ccc(C(=O)NCCc4ccc(S(N)(=O)=O)cc4)cc3s2)CC1 | -5% | 20% | 0.5% | -4%[10.9 µM]
CN1CCN(Cc2nc3c(c(=O)n(C)c(=O)n3C)n2Cc2ccccc2Cl)CC1 | ? | ? | ? | -16%
Cc1nc(SCC(=O)Nc2cccc(Cl)c2)n[nH]1 | 5% | 3% | 0.8% | -4%
CCCCN(CC)CCNC(=O)c1cc2c(=O)oc3ccc(C)cc3c2s1 | -15% | ? | -0.1% | -23%[10.9 µM]
COc1ccc(NC(=O)CSc2nc(-c3ccc(OC)cc3)cc(=O)[nH]2)cc1 | ? | 2% | 3.5% | -4%[10.9 µM]
CCn1c(=N)c(C(=O)OC)cc2c(=O)n3ccccc3nc21 | -1% | -11% | -1.8% | -5%
CCCCN(CC)CCNC(=O)CCn1cnc2onc(-c3ccc(F)cc3)c2c1=O | -9% | 1% | -2.0% | -13%[10.9 µM]
O=C(NC1CCCC1)c1cnn2c(C(F)(F)F)cc(-c3ccco3)nc12 | 12% | 2% | -0.9% | 2%
CC(=O)OC1CC(O)C(C)(C)C2CC(OC(C)=O)[C@]3(C)C(CC[C@@]4(C)C(c5ccoc5)OC(=O)C5OC534)[C@]12C (stereo partly drawn) | 5% | 14% | . | 3%
Cc1ccc(S(=O)(=O)CCC(=O)O)cc1C | 1% | 0% | . | .
SMILES | p53ts 32C kill | p53ts 39C tox | IkB sig inh | Imprint erasure
Cc1ccc2cc(CN(CCN3CCCC3)C(=O)Nc3ccc(F)cc3)c(=O)[nH]c2c1C | -10% | -7% | 7.5% | -16%
CCN1C(=O)[C@H]2[C@H]3[C@H](O)[C@H](O)C/C(=N/O[C@@H]4O[C@@H](COC(C)=O)[C@@H](OC(C)=O)[C@@H](OC(C)=O)[C@H]4OC(C)=O)[C@H]3CC[C@@H]2C1=O | -1%[9.22 µM] | 8%[9.22 µM] | . | .
CC(Oc1ccccc1)C(=O)Nc1ccc(S(=O)(=O)N2CCOCC2)cc1 (stereo not drawn) | 0% | 13% | 4.1% | -14%
O=C(CNS(=O)(=O)c1cccs1)Nc1ccc2c(c1)OCCO2 | 1% | 0% | -0.4% | -16%
COc1ccc(C(=O)N2CCSC2=S)cc1OC | -12% | -9% | ? | -11%
Cc1ccccc1CSCCNC(=O)c1ccc(Cl)c(S(=O)(=O)N2CCOCC2)c1 | -9% | -7% | . | .
Cc1cc(C)c(NC(=O)C2CCCN2CCO)c(C)c1 (stereo not drawn) | 12% | 3% | -0.9% | -5%
O=C1N=C(N2CCOCC2)CS1 | -2% | -1% | 0.2% | -8%
O=C(NCCCn1ccnc1)c1ccc2c(c1)OCCO2 | 0% | 0% | 5.0% | -3%
CCOC(=O)CCc1c(C)nc(SCCCn2c(=O)[nH]c3ccccc32)c(C#N)c1C | 6% | -3% | 2.2% | -6%
O=C(Cn1c(=O)n(Cc2ccccc2)c(=O)c2oc3ccccc3c21)Nc1ccc(Cl)cc1 | -2% | -9% | ? | -17%[10.9 µM]
Cc1nc2sccn2c1-c1nc(C2CC2)c(C(=O)c2ccc3c(c2)NC(=O)CO3)s1 | -1% | 1% | 0.1% | -8%
CCC1C(=O)CC(c2ccco2)NC1c1ccco1 (stereo not drawn) | -5% | 2% | . | .
Cc1ccc(OC(C)C(=O)O)cc1C (stereo not drawn) | 11% | -11% | . | .
c1ccc(C2=Nn3c(nnc3-c3cc(-c4ccccc4)n[nH]3)SC2)cc1 | -9% | 10% | ? | -18%
COCC(=O)NCc1ccc2c(c1)cc(C)n2C | -6% | 2% | -0.9% | -14%
O=C(CSc1nnc(COc2ccccc2)n1Cc1ccco1)c1ccc(F)cc1 | 9% | 5% | ? | -22%
CCN[C@@H]1C[C@H](N)[C@H](O[C@H]2OC(CN)=CC[C@H]2N)[C@@H](O)[C@H]1O[C@H]1OC[C@@](C)(O)[C@@H](NC)[C@@H]1O | 0%[20.6 µM] | 0%[20.6 µM] | 0.4%[25.6 µM] | 2%[16.8 µM]
CC(C)(C)OC(=O)N1CCC(c2c(C(=O)NCc3ccc4c(c3)OCO4)cnn2-c2ccc(F)cc2F)CC1 | 14% | -17% | ? | 6%[10.9 µM]
COc1cc2c(cc1OC)C(c1cccc(Cl)c1)CC(=O)N2 (stereo not drawn) | 6% | 1% | 2.7% | 14%[10.9 µM]
CCOC(=O)N1CCN(C(=O)CSc2nnc(-c3cc(OC)ccc3OC)o2)CC1 | 5% | -8% | -0.6% | -12%
COC(=O)c1cc2oc3ccccc3c2n1Cc1ccc(Cl)cc1 | 3% | -13% | -0.1% | -7%[10.9 µM]
Cc1ccc2ccc3cc(C(=O)N4CCN(c5ccccc5)CC4)nc3c2[nH]1 | ? | ? | ? | -16%[10.9 µM]
CCCOc1ccc(-c2nc(SC)[nH]c(=O)c2C#N)cc1OC | -14% | -9% | ? | -10%[10.9 µM]
CCN(CC)S(=O)(=O)c1ccc(C(=O)Nc2nc3ccc(Cl)cc3s2)cc1 | 5% | -11% | ? | -14%[10.9 µM]

Seven of the compounds above, as a markdown table.
| SMILES | p53ts 32C kill | p53ts 39C tox | IkB sig inh | Imprint erasure |
| --- | --- | --- | --- | --- |
| Cc1nc(SCC(=O)Nc2cccc(Cl)c2)n[nH]1 | 5% | 3% | 0.8% | -4% |
| CCCCN(CC)CCNC(=O)c1cc2c(=O)oc3ccc(C)cc3c2s1 | -15% | ? | -0.1% | -23%[10.9 µM] |
| COc1ccc(NC(=O)CSc2nc(-c3ccc(OC)cc3)cc(=O)[nH]2)cc1 | ? | 2% | 3.5% | -4%[10.9 µM] |
| CCn1c(=N)c(C(=O)OC)cc2c(=O)n3ccccc3nc21 | -1% | -11% | -1.8% | -5% |
| CCCCN(CC)CCNC(=O)CCn1cnc2onc(-c3ccc(F)cc3)c2c1=O | -9% | 1% | -2.0% | -13%[10.9 µM] |
| O=C(NC1CCCC1)c1cnn2c(C(F)(F)F)cc(-c3ccco3)nc12 | 12% | 2% | -0.9% | 2% |
| CC(=O)OC1CC(O)C(C)(C)C2CC(OC(C)=O)[C@]3(C)C(CC[C@@]4(C)C(c5ccoc5)OC(=O)C5OC534)[C@]12C (stereo partly drawn) | 5% | 14% | . | 3% |

Two entries from above, with two lines to a compound.
The line under a structure holds: p53ts 32C kill	p53ts 39C tox	IkB sig inh	Imprint erasure
Cc1c(CCC(=O)O)c(=O)oc2cc(O)ccc12
    0%	4%	-1.1%	-8%
COc1ccc(-c2nnc(SCc3cccnc3)o2)cc1
    -9%	-4%	.	.

Additional entries follow.
SMILES | p53ts 32C kill | p53ts 39C tox | IkB sig inh | Imprint erasure
COc1ccc(NC(=O)N(C2CCCCC2)C(C)c2ccco2)c(OC)c1 (stereo not drawn) | 4% | -8% | 2.7% | -9%
COc1cccc(C2=CC(c3ccc(OC)c(OC)c3OC)n3ncnc3N2)c1 (stereo not drawn) | 1% | -3% | -2.7% | -16%[10.9 µM]
Cc1ccccc1CSc1cn(CC(=O)N2CCCCC2)c2ccccc12 | 0% | -25% | 4.7% | -13%[10.9 µM]
COCCCn1c(=N)c(C(=O)NCc2ccc3c(c2)OCO3)cc2c(=O)n3ccccc3nc21 | 0% | 21% | -0.6% | -6%
Cc1c(C(=O)O)c2cc(O)ccc2n1-c1ccccc1 | -3% | 1% | 5.0% | .
Cc1ccc(-n2ncc3c(Nc4c(C)n(C)n(-c5ccccc5)c4=O)ncnc32)c(C)c1 | 7% | 4% | 3.1% | -11%
CN(C1CCCCC1)S(=O)(=O)c1ccc2c(c1)c(=O)c(C(=O)N1CCN(c3ccccc3)CC1)cn2C | 5% | -3% | -1.1% | 5%[10.9 µM]
COc1ccc(S(=O)(=O)NCC(c2cccs2)S(=O)(=O)c2ccccc2)cc1OC (stereo not drawn) | -15% | -4% | 0.8% | -6%[10.9 µM]
O=C(NCc1ccccn1)C1CCC(=O)N1C1CCCC1 (stereo not drawn) | 2% | 12% | -2.2% | 6%
COCC(=O)Nc1nnc(-c2cccs2)s1 | -11% | -7% | 1.7% | -34%[inhibitor]
Fc1ccc(NCc2cn3ccccc3n2)cc1 | ? | -28% | 5.9% | -85%[inhibitor]
O=C(COc1ccc2oc3c(c2c1)CCCC3)Nc1ccccn1 | -27% | ? | -0.7% | -64%[inhibitor]
Cc1ccc(N2C(=O)CSC23C(=O)N(CC(=O)Nc2ccccc2F)c2ccccc23)cc1C (stereo not drawn) | 18% | 21% | 12% | -2%[10.9 µM]
N#Cc1ccccc1Cn1c(=O)n(Cc2ccc(C(=O)NCc3ccco3)cc2)c(=O)c2ccccc21 | -13% | -11% | 1.5% | -22%
O=C(CSc1nnc(-c2cnccn2)n1Cc1ccco1)c1ccc(Cl)cc1 | -17% | -2% | ? | -14%
CCc1ccccc1NC(=O)c1cc(S(=O)(=O)N2CCCc3ccccc32)ccc1F | 3% | -25% | ? | -13%[10.9 µM]
O=c1cc(N2CCOCC2)oc2c(-c3ccccc3)cccc12 | 14%&40% | 5%&11% | 0.2%&0.4% | -15%&-6%
COc1ccc(C)cc1NS(=O)(=O)c1ccc(NS(=O)(=O)c2ccc(NC(C)=O)cc2)cc1 | 7% | -3% | -0.7% | -4%
Cc1ccnc2c1NC(=O)c1cccnc1N2C1CC1 | 2% | 1%&-1% | 0.9%&-0.7% | -5%&4%
COc1ccc(C(=O)NCCc2sc(-c3ccc(Cl)cc3)nc2C)c(OC)c1 | -2% | -23% | ? | -8%[10.9 µM]
N#Cc1ccc(CN2CCC3(CC2)CCN(C(=O)c2ccco2)CC3)cc1 | -14% | -14% | 2.9%[11.4 µM] | .
CCOC(=O)c1ccc(S(=O)(=O)n2c(CN3CCCCC3)nc3ccccc32)cc1 | -4% | 6% | 0.9% | -15%
CC1CC=C2C(C#N)=C(N)C(C#N)(C#N)C(c3cccs3)C2C1 (stereo not drawn) | -5% | -6% | 6.5% | 12%
O=S(=O)(c1ccc(S(=O)(=O)N2CCN(Cc3ccccc3)CC2)cc1)N1CCOCC1 | 7% | 1% | 1.6% | -5%
CCOC(=O)c1ccc(S(=O)(=O)N2CCC(C(=O)OCC)CC2)cc1 | -3% | -4% | 4.0% | -6%
Cc1cc(C)c(C#N)c(N2CCOCC2)n1 | 8% | 10% | . | .
COc1ccc(NC(=O)c2ccc3nc(C(C)C)oc3c2)cc1OC | -12% | -25% | ? | -9%[10.9 µM]
CCN(CC)C(=O)c1cc(-c2ccccc2OC)on1 | -8% | -23% | 7.4% | -30%[inhibitor]
